Assay outcomes (PubChem BioAssay)
RPL19A TOR yeast: modulators of TOR pathway RPL19A-GFP in S. cerevisiae. S. cerevisiae RPL19A-GFP strain, flow cytometry, 3 h; hits give low values. percent response vs DMSO, % at 10 µM. actives 0.3% (n = 330,000). AID 2025;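 active = percent response vs DMSO below 50%; inconclusive = fewer than 70 events counted for the yeast strain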;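 note: median channel GFP fluorescence of the barcoded RPL19A-GFP strain; ratio of sample median GFP to plate DMSO average so 100% = DMSO; lower means less RPL19A-GFP as with rapamycin TOR inhibition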
procasp3 activ: activates human procaspase-3; P42574; recombinant procaspase-3 D3A, Ac-DEVD-pNA absorbance 405 nm; activation, % at 8.5 µM; actives 0.11% (n = 330,000); AID 463141;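 active = activation above the mean of all tested compounds plus 3 SD, cut at about 21% in these data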;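 note: 0% = DMSO alone and 100% = DMSO wells spiked with extra 5 µM PC-3 D3A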
Target sequence (P42574 whole entry D9A/D28A/D175A): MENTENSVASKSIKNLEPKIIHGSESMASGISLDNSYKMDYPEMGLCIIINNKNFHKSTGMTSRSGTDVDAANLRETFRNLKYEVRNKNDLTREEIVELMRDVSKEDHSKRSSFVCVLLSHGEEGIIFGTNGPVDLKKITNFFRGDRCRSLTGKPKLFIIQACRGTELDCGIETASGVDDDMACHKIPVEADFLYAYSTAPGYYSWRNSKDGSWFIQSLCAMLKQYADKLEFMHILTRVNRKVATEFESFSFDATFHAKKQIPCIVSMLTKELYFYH
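Technique: 405 nm absorbance of p-nitroaniline, reads at 0 and 120 min; Test system: Procaspase-3 D3A mutant; Incubation: 1 h enzyme-compound preincubation, then 2 h substrate reaction, 25 °C; Repeats: singlicate, each compound tested once; Benchmarks: low control DMSO wells, high control DMSO plus 5 µM PC-3 D3A.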
LAP4 TOR yeast: modulators of TOR pathway LAP4-GFP in S. cerevisiae | S. cerevisiae LAP4-GFP multiplex, flow cytometry GFP, 3 h; median GFP as percent of DMSO wells | GFP response vs DMSO, % at 10 µM | actives 0.34% (n = 320,000);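 active = GFP response vs DMSO above a set limit, about the screen mean plus 3 SD, cut at about 150% in these data; inconclusive = under 70 cell events counted for the yeast strain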
AHR act: activators of human aryl hydrocarbon receptor. actives 2.5% (n = 320,000). activation, % at 5 µM. P35869. AHR-responsive luciferase reporter cells, luminescence; in the data active = activation above about 47%;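 note: 0% = vehicle wells and 100% = reference agonist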
CIT2 TOR yeast: modulators of TOR pathway CIT2-GFP in S. cerevisiae | S. cerevisiae CIT2-GFP strain, flow cytometry, 3 h; 100 means same as DMSO wells | GFP response vs DMSO, % at 10 µM | actives 0.065% (n = 320,000);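 active = GFP response relative to DMSO above a set limit, near the screen mean plus 3 SD, cut at about 150% in these data; inconclusive = Fewer than 70 cells measured for a yeast strain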;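 note: ratio of well median GFP fluorescence to mean of DMSO wells on the plate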
MEP2-GFP yeast: alters MEP2-GFP fluorescence in TOR pathway yeast screen | S. cerevisiae MEP2-GFP strain, flow cytometry GFP, 3 h; 100% = DMSO control level | GFP response vs DMSO, % at 10 µM | actives 0.51% (n = 330,000) | AID 2016;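 active = GFP response versus DMSO above a set limit, roughly screen mean plus 3 SD, cut at about 180% in these data; inconclusive = fewer than 70 cells counted for a yeast strain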;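 note: median GFP fluorescence of the barcode-gated MEP2-GFP cells per well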
procasp7 counter: counter-screen: procaspase-7 (human) activation. P55210. AID 463210. actives 0.093% (n = 330,000). recombinant procaspase-7, Ac-DEVD-pNA absorbance 405 nm; D23A/D198A/D206A triple mutant, cannot self-cleave; scale: DMSO 0, 5 µM enzyme 100. activation, % at 8.5 µM;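 active = percent activation above the screen-wide mean plus 3 SD, cut at about 25% in these data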
Target sequence (P55210 whole entry D23A/D198A/D206A): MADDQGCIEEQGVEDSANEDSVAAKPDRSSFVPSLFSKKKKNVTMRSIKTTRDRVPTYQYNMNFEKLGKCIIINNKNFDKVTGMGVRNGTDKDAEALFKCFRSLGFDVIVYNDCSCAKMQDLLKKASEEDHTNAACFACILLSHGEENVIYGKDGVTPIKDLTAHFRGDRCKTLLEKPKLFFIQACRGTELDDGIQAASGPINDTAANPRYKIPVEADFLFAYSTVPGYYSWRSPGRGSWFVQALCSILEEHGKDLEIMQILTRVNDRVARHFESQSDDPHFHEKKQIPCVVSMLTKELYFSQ
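signal = Epi-absorbance of released pNA at 405 nm, two timepoints | assay system = Uncleavable procaspase-7 mutant enzyme | reagent = Ac-DEVD-pNA substrate, 400 µM as added | times = 1 h enzyme–compound preincubation and 2 h substrate reaction, both 25 °C | benchmarks = low DMSO alone, high DMSO plus 5 µM PC-7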
AGP1-GFP MLPCN: alters AGP1-GFP fluorescence in TOR pathway yeast screen. S. cerevisiae AGP1-GFP multiplex flow cytometry, 3 h; GFP as percent of DMSO wells. GFP response vs DMSO, % at 10 µM. actives 0.02% (n = 320,000). AID 2066;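 active = GFP response relative to DMSO above a set limit, near screen average plus 3 SD, cut at about 150% in these data; inconclusive = fewer than 70 cells counted for the yeast strain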;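 note: median GFP channel fluorescence of the gated AGP1 strain per well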
The depositor's hits bear a star; ? = inconclusive; . = no result given.

1: Cc1c(NC(=O)CSCc2ccco2)c(=O)n(-c2ccccc2)n1C
2: CC(=O)N1CCN(S(=O)(=O)c2cccc(C(=O)OCC(=O)N3CC(=O)Nc4ccccc43)c2)CC1
3: C/C(O)=C(\C#N)c1nc2ccccc2[nH]1
4: COc1cccc(CN2CCNC(=O)C2CC(=O)NCCn2cccn2)c1OC (configuration not stated)
5: Cc1cccc(N(CC(=O)NC2CCCCC2)C(=O)CCC(=O)Nc2ccccn2)c1
6: CCCc1cc(C(=O)Cc2ccc(C(=O)OCC)o2)c(O)cc1O
7: COc1ccc(-c2csc(NC(=O)COC(=O)c3ccco3)n2)cc1
8: O=C(NC(Cc1ccc2c(c1)OCO2)C(=O)N1CCCC1C(=O)O)c1ccccc1 (configuration not stated)

screen / no.,1,2,3,4,5,6,7,8
RPL19A TOR yeast,105,105,92,106,106,101,110,102
procasp3 activ,-3,-1,-6,-2,-4,-1,-5,-6
LAP4 TOR yeast,98,76,96,102,108,92,100,101
AHR act,1,5,9,0,0,14,6,2
CIT2 TOR yeast,109,85,102,110,118,77,114,98
MEP2-GFP yeast,105,95,103,100,110,94,110,104
procasp7 counter,-11,-3,6,5,1,-18,-3,-9
AGP1-GFP MLPCN,109,95,94,108,104,93,114,98

9: COc1cccc(N2CCN(C(=O)CCNS(=O)(=O)c3ccc(F)c(F)c3)CC2)c1
10: Cc1ccc(/C=C/C(O)=C2/C(=O)N(C)C3(C)CC2c2ccccc2O3)cc1 (configuration not stated)
11: Cc1ccc(NC(=O)c2ccc(=O)[nH]n2)cc1C
12: COc1ccc(C2C(C#N)=C(N)Oc3c2ccc2cccnc32)cc1OC (configuration not stated)
13: Cc1[nH][nH]c(=O)c1N=Nc1ccc(Br)c(Cl)c1
14: O=C(O)c1cccc(Oc2ccc([N+](=O)[O-])cc2)c1
15: COc1cccc(N2CCN(C(=O)CCCCCNc3nc(=S)[nH]c4ccccc34)CC2)c1
16: Cc1ccc(C2OCC3(CO2)COC(c2ccc(C)cc2)OC3)cc1 (configuration not stated)

screen / no.,9,10,11,12,13,14,15,16
RPL19A TOR yeast,108,100,98,92,96,105,95,101
procasp3 activ,9,-3,5,-3,-11,1,4,-4
LAP4 TOR yeast,106,106,100,92,104,107,95,100
AHR act,4,4,17,-2,85*,0,-1,-2
CIT2 TOR yeast,105,103,110,.,100,102,91,103
MEP2-GFP yeast,102,104,111,120,113,105,101,96
procasp7 counter,8,-31,7,-3,-22,-9,-2,-3
AGP1-GFP MLPCN,107,101,103,104,96,100,96,104

17: COc1ccc(CNc2ncc(-c3ccc(F)cc3)n2C)c2ccccc12
18: O=C(COc1ccccc1)N=C1SC2CS(=O)(=O)CC2N1c1ccc(F)cc1 (configuration not stated)
19: COc1cc2c(cc1OC)C1(Nc3c-2c(C)nn3-c2ccccc2)C(=O)Nc2ccccc21 (configuration not stated)
20: CC(C)OC(=O)Cn1cnc2ccc(Br)cc2c1=O
21: Cn1c(=O)nc2n(Cc3ccccc3)c3ccccc3cc-2c1=O
22: CC(C)(C)c1ccc(C(=O)C2CCCN(C(=O)CN3CCCC3=O)C2)cc1 (configuration not stated)
23: Cc1cc(C)cc(NC(=S)NCCc2ccc(S(N)(=O)=O)cc2)c1
24: COc1ccc(NC(=O)c2[nH]c(C)c(C(C)=O)c2C)cc1S(=O)(=O)Nc1ccc(Br)cc1

screen / no.,17,18,19,20,21,22,23,24
RPL19A TOR yeast,103,92,97,108,102,106,97,102
procasp3 activ,6,9,-26,4,-5,-2,6,0
LAP4 TOR yeast,96,86,103,107,99,100,95,106
AHR act,61*,1,19,6,0,1,4,13
CIT2 TOR yeast,105,99,95,102,99,101,99,104
MEP2-GFP yeast,104,99,100,105,101,99,99,103
procasp7 counter,-9,9,-33,12,-5,9,3,11
AGP1-GFP MLPCN,107,91,85,106,99,105,100,104

25: OCC1(Cc2ccccc2)CCCN(Cc2c[nH]c3ccccc23)C1 (configuration not stated)
26: CN(C(=O)COC(=O)COc1ccccc1F)C1CCS(=O)(=O)C1 (configuration not stated)
27: CCN(C(=O)c1cc2c(=O)[nH]c3ccc(C)cc3c2s1)c1cccc(C)c1
28: COc1ccc(-c2c(-c3cc(OC)cc(OC)c3)n(C)c3ccc(-c4cc(F)cc(OC)c4)cc23)cc1
29: COc1cc(CNc2ncn[nH]2)ccc1OCC(=O)NC(C)(C)C
30: CCCCc1nn(-c2cc(Cl)ccc2OC)c2c1C(=O)CC(C)(C)C2
31: CN1C(=O)CC(c2ccccc2)CC1=O
32: CNC(=O)C(=O)NCC1OCCN1S(=O)(=O)c1ccc(OC)c(OC)c1 (configuration not stated)

screen / no.,25,26,27,28,29,30,31,32
RPL19A TOR yeast,95,91,111,95,98,99,106,99
procasp3 activ,2,2,2,7,7,8,-1,1
LAP4 TOR yeast,121,.,115,90,105,108,113,100
AHR act,3,3,-2,0,1,-2,-5,8
CIT2 TOR yeast,93,83,104,91,96,93,97,103
MEP2-GFP yeast,109,93,112,95,97,94,102,97
procasp7 counter,11,-6,6,16,9,-1,-3,1
AGP1-GFP MLPCN,100,93,117,97,106,91,101,100

33: CCC(C)[C@H](NS(=O)(=O)c1ccc(C)cc1)C(=O)N1CCC(C(=O)N[C@H](C(=O)O)c2ccccc2)CC1 (some centres not stated)
34: Cc1ccc(-c2nc(CS(=O)CC(=O)NCCCN3CCN(Cc4ccccc4)CC3)c(C)o2)cc1 (configuration not stated)
35: COc1ccc(CN2CCNC(=O)C2CC(=O)NCC2CCOCC2)c(C)c1C (configuration not stated)
36: Nc1ccc(C(=O)Nc2nccs2)cc1
37: O=C(Nc1cccc(NC(=O)c2cccnc2Cl)c1)c1ccco1
38: COCCNC(=O)Cn1c(=O)n(CCCC(=O)NCc2ccc3c(c2)OCO3)c(=O)c2sccc21
39: Cc1ccc(S(=O)(=O)N(CC(=O)N/N=C/c2ccc(F)cc2)c2cccc3cccnc23)cc1
40: Cc1ccc(C(=O)C2=C(O)C(=O)N(CCCn3ccnc3)C2c2ccc(OC(C)C)cc2)o1 (configuration not stated)

screen / no.,33,34,35,36,37,38,39,40
RPL19A TOR yeast,101,98,103,92,111,107,98,97
procasp3 activ,1,0,-11,-1,3,1,4,-71
LAP4 TOR yeast,96,99,95,93,112,93,87,98
AHR act,0,0,-1,8,2,-4,-1,6
CIT2 TOR yeast,103,99,102,93,115,106,98,98
MEP2-GFP yeast,98,95,106,92,106,108,94,97
procasp7 counter,6,8,9,14,6,3,2,-108
AGP1-GFP MLPCN,100,103,94,96,112,103,105,99

Part of the list above, as labelled records.
18	O=C(COc1ccccc1)N=C1SC2CS(=O)(=O)CC2N1c1ccc(F)cc1 (configuration not stated)
  RPL19A TOR yeast: 92 | procasp3 activ: 9 | LAP4 TOR yeast: 86 | AHR act: 1 | CIT2 TOR yeast: 99 | MEP2-GFP yeast: 99 | procasp7 counter: 9 | AGP1-GFP MLPCN: 91
7	COc1ccc(-c2csc(NC(=O)COC(=O)c3ccco3)n2)cc1
  RPL19A TOR yeast: 110 | procasp3 activ: -5 | LAP4 TOR yeast: 100 | AHR act: 6 | CIT2 TOR yeast: 114 | MEP2-GFP yeast: 110 | procasp7 counter: -3 | AGP1-GFP MLPCN: 114
25	OCC1(Cc2ccccc2)CCCN(Cc2c[nH]c3ccccc23)C1 (configuration not stated)
  RPL19A TOR yeast: 95 | procasp3 activ: 2 | LAP4 TOR yeast: 121 | AHR act: 3 | CIT2 TOR yeast: 93 | MEP2-GFP yeast: 109 | procasp7 counter: 11 | AGP1-GFP MLPCN: 100
8	O=C(NC(Cc1ccc2c(c1)OCO2)C(=O)N1CCCC1C(=O)O)c1ccccc1 (configuration not stated)
  RPL19A TOR yeast: 102 | procasp3 activ: -6 | LAP4 TOR yeast: 101 | AHR act: 2 | CIT2 TOR yeast: 98 | MEP2-GFP yeast: 104 | procasp7 counter: -9 | AGP1-GFP MLPCN: 98

Continued:
41: CC1CCN(c2ccc3c(c2)S(=O)(=O)c2cccc(C(=O)NC[C@@H]4CCCO4)c2C3=O)CC1
42: Cc1ccc(CC2S/C(=N/N=C/c3ccco3)NC2=O)cc1 (configuration not stated)
43: CCCCP(=O)(CCCC)Cc1ccccc1
44: O=C(Nc1nnc(COc2ccccc2F)s1)Nc1ccccc1F
45: CCOC(=O)c1c(SC)[nH]c2c(Cl)cccc2c1=O
46: O=C1NC2=C(C(=O)CCC2)C(c2ccccc2)N1 (configuration not stated)
47: CCOc1cc(C(=O)Oc2cc(C)[nH]c(=O)c2[N+](=O)[O-])cc(OCC)c1OCC
48: CCn1c(=NC(=O)CCS(=O)(=O)c2ccccc2)sc2cccc(OC)c21

screen / no.,41,42,43,44,45,46,47,48
RPL19A TOR yeast,95,99,109,96,101,?,102,100
procasp3 activ,-5,5,-2,-1,-6,9,0,8
LAP4 TOR yeast,95,111,116,107,109,?,113,108
AHR act,6,2,1,3,-2,3,0,7
CIT2 TOR yeast,106,98,110,103,101,?,111,89
MEP2-GFP yeast,100,102,119,96,103,?,110,102
procasp7 counter,-13,6,-1,9,6,-5,1,-9
AGP1-GFP MLPCN,101,102,.,105,109,?,110,99

Reprinted at random: 2 compounds from above.
8: O=C(NC(Cc1ccc2c(c1)OCO2)C(=O)N1CCCC1C(=O)O)c1ccccc1 (configuration not stated)
25: OCC1(Cc2ccccc2)CCCN(Cc2c[nH]c3ccccc23)C1 (configuration not stated)

screen / no.,8,25
RPL19A TOR yeast,102,95
procasp3 activ,-6,2
LAP4 TOR yeast,101,121
AHR act,2,3
CIT2 TOR yeast,98,93
MEP2-GFP yeast,104,109
procasp7 counter,-9,11
AGP1-GFP MLPCN,98,100

Next structures:
49: ClCC1=Nc2ccccc2Cc2ccccc21
50: Cc1ccc(C(=O)Nc2cccc(NC(=O)c3cccs3)c2)c(C)c1
51: O=S(=O)([N-]c1nc2ccccc2nc1-[n+]1ccccc1)c1ccc(F)cc1
52: CC(O)(CC(=O)O)CC(=O)O

screen / no.,49,50,51,52
RPL19A TOR yeast,105,109,108,95
procasp3 activ,-5,-3,6,-5
LAP4 TOR yeast,119,92,93,104
AHR act,1,8,-2,-1
CIT2 TOR yeast,94,108,103,96
MEP2-GFP yeast,105,111,99,102
procasp7 counter,4,-10,-4,6
AGP1-GFP MLPCN,110,110,96,102
